ELG1 repair inh – qHTS screen for small molecules that inhibit ELG1-dependent DNA repair in human embryonic kidney (HEK293T) cells expressing luciferase-tagged ELG1 | Potency, µM (highest dose often 46.1 µM), for inactives: top-dose activity change, negative = inhibition, most hits filed as inhibitors | hit rate 2.3% among 330,000 | HEK293T ELG1-luciferase reporter, luminescence, 16 h; DNA damage induced by 5-fluorouridine; further: potency means the concentration at half of the fitted maximal effect; on the % scale 0 is the no-effect control and ±100 the full control effect; nearly all actives have a fitted effect of over 55% in size
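Step one: seed 2,000 cells per well. Step two: pin-transfer compound or DMSO alongside 5-fluorouridine. Step three: incubate 16 hr, 37 °C, 5% CO2. Step four: add ONE-Glo, wait 30 min, read luminescence.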
TRPV1 ag – HTS Assay for Compounds that Act as Agonists of the Vanilloid Receptor 1. TRPV1-expressing cells, Fluo-8 calcium influx, agonist mode. activation, % at 8.33 µM. AID 540275, 2011. hit rate 0.19% among 320,000; in the data active means activation above about 80%; inconclusive means between about 30% and that limit; further: 0% is about no effect
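TRPV1-expressing cells were cultured overnight at 35.5C and loaded with Fluo-8 calcium dye for 40 to 90 min at room temperature. After a 10 s baseline, compound was added and calcium influx was read kinetically for 3 min (ex 480/em 520 nm).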
BRCA1 expr up – qHTS Assay to Identify Small Molecule Activators of BRCA1 Expression; hit rate 1.1% among 380,000; MCF7-BRCA1-FFLuc reporter, luminescence, 48 h; response scale: scaled: vehicle 0%, 10 µM genistein 100%; Potency, µM (highest dose often 46.1 µM), inactives show at the highest dose activation, actives largely listed as activators; further: potency means the concentration at half of the fitted maximal effect; nearly all actives have a fitted effect of over 80% in size; some results filed as inactive show a strong effect at the top dose
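Luminescence from a BRCA1-driven firefly luciferase in MCF7 cells was read after 48 h compound exposure at 37 C. Data normalized against DMSO and a 10microM genistein activation control, then curve-fitted across the titration.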
AT treatment – qHTS Assay for Identifying a Potential Treatment of Ataxia-Telangiectasia; AID 485349, 2010; Potency, µM (doses to about 57.5 µM), for inactives: top-dose activation, usual class: activators; hit rate 0.19% among 320,000; […] A-T fibroblasts, KAP-1 phosphorylation AlphaLISA; neocarzinostatin DNA damage 30 min before lysis; further: potency means the concentration at half of the fitted maximal effect; % of control where 0% means no effect; nearly all actives have a fitted effect of over 45% in size
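ATM-like activity read as KAP-1 phosphorylation via AlphaLISA donor/acceptor antibody pairs after lysis and 6 hr at 25C. Cells were ATM-null patient fibroblasts ([…], hTERT), dosed 60 min, then exposed to the DSB inducer NCS for 30 min.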
Integrin act MD – qHTS for Activators of Integrin-Mediated Alleviation for Muscular Dystrophy; alpha7betagal myoblasts, beta-gal FDG fluorescence, 48 h; Potency, µM (doses to about 38.3 µM), inactives show at the top dose activation, most hits filed as activators; hit rate 0.064% among 350,000; AID 624291, 2012;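 further: potency means the concentration at half of the fitted maximal effect; 100% = response of the positive control SU9516; nearly all actives have a fitted effect of over 60% in size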
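Alpha7betagal+/- myoblasts (passage 13) were plated 16-24 hr, then exposed to compounds (1:260 dilution of DMSO stock) for 48 hours at 37C. After MPER lysis, β-galactosidase reporter activity was read as FDG fluorescence (ex 480/em 540) after 30 minutes.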
p53 reactivation – qHTS assay for re-activators of p53 using a Luc reporter; hit rate 0.063% among 320,000; H1299 p53-A138V BP100-luciferase reporter, luminescence, 24 h; AID 504706, 2011; Potency, µM (highest dose often 92.2 µM), for inactives: at the top dose activity change, positive = activation, usual class: activators; further: potency means the concentration at half of the fitted maximal effect; % of control where 0% means no effect; nearly all actives have a fitted effect of over 45% in size
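p53-null H1299 cells stably carrying temperature-sensitive p53-A138V and a BP100-luciferase reporter were pinned with compounds (4-point, 1:5 series) and held 24 hrs at 37 deg C. Luminescence was read 10 min after detection reagent.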
CXXC DNA block – qHTS Fluorescence Polarization Assay for Inhibitors of MLL CXXC domain - DNA interaction; MLL-CXXC / FITC-HOXA9 DNA fluorescence polarization; AID 2662, 2010; Histone-lysine N-methyltransferase 2A (Homo sapiens), Q03164; hit rate 0.037% among 290,000; Potency, µM (doses to about 115 µM), for inactives: at the top dose activity change, negative = inhibition, usual class: inhibitors; active means well fitted inhibition curve with a large enough effect in the polarisation, with a control signal flat, not every such curve was filed as active; inconclusive means small, poorly fitted or top-dose-only effect, or effect the other way, or a change in a side signal; inactive means no such curve, though single readings can be large or run the other way; the % refers to the polarisation; further: potency means the concentration at half of the fitted maximal effect
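Purified MLL-CXXC (added from a 7 uM solution) was preincubated 5 min at ambient with pinned compounds in 50 mM Tris-HCl pH 7.5, 50 mM NaCl, 1 mM DTT, 0.05% BSA. Fluorescein-labeled HOX-A9 DNA (50 nM solution) followed, 30 min, then polarization read.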
PTAP TSG101 blk – qHTS Assay for Iinhibitors of HIV-1 Budding by Blocking the Interaction of PTAP/TSG101; Tumor susceptibility gene 101 protein (Homo sapiens), Q99816; Fluorescence polarization, FITC-PTAP peptide / Tsg101 binding; Potency, µM (titrated, usually from 115 µM), for inactives: top-dose activity change, negative = inhibition, actives largely listed as inhibitors; 340,000 tested, under 10 active; active means well fitted inhibition curve with a large enough effect in the main read-out, with a control signal flat, not every such curve was filed as active; inconclusive means small, poorly fitted or top-dose-only effect, or effect the other way, or a change in a side signal; inactive means no such curve, though single readings can be large or run the other way; further: potency means the concentration at half of the fitted maximal effect; % of control where 0% means no effect
Target sequence (Q99816 whole entry, looked up): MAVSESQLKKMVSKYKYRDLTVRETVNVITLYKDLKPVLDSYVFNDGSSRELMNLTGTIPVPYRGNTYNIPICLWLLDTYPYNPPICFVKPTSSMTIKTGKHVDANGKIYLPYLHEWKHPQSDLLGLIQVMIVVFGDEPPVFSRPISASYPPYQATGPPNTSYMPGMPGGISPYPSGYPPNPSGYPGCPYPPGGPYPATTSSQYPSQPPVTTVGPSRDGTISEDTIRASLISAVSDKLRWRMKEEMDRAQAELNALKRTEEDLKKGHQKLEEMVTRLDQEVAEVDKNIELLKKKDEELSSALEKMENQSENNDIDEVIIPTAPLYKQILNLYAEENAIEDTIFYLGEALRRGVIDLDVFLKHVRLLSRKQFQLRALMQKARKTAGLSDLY
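Steps: Tsg101 binding domain dispensed (10 uM final), compounds pinned in DMSO, FITC-labeled PTAP-motif peptide added (50 nM final); after 20 min binding at room temperature, polarization measured.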
B2AR arrestin – qHTS assay of beta-arrestin-biased ligands of beta2-adrenergic receptor; Beta-2 adrenergic receptor (Homo sapiens), P07550; beta-arrestin recruitment to beta2AR, cell-based reporter; Potency, µM (series often up to 46.1 µM), inactives show at the top dose activation, usual class: activators; hit rate 0.02% among 330,000; AID 492947, 2010;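 further: potency means the concentration at half of the fitted maximal effect; 0% = DMSO controls and full agonism = EC100 isoproterenol or metaproterenol; nearly all actives have a fitted effect of over 65% in size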
Target sequence (P07550 whole entry, looked up): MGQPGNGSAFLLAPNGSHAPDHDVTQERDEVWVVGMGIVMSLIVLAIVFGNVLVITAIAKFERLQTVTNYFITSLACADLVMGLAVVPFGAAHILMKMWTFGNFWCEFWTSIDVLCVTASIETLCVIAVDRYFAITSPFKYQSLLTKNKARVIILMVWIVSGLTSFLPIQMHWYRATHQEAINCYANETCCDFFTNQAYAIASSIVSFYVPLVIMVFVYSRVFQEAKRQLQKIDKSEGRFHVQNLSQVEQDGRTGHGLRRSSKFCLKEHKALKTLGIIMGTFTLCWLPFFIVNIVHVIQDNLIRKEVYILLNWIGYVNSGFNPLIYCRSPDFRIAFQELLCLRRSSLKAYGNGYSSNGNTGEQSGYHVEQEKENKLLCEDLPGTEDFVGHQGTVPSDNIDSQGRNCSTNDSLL
TCR activator – Activators of T cell receptors: qHTS campaign; primary human leukocytes, anti-CD3, IL-2 HTRF, 48 h; Potency, µM (doses to about 9.22 µM), for the others: top-dose activation of IL-2 secretion, usual class: activators; 330,000 tested, under 10 active; AID 504894, 2011; further: % of control where 0% means no effect
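48 hr co-incubation of compounds, a-CD3 beads and primary human leukocytes; IL-2 quantified homogeneously by HTRF with anti-IL-2 K and d2 conjugates.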
* = called active by the depositor; ? = inconclusive; nt = not tested or not shown; [ ] = dose if it differs, or a comment. Unless noted, the call rests on the fitted dose curve; in most records, active means well fitted curve in the direction sought with a large enough effect; inconclusive means small, poorly fitted or top-dose-only effect, or another doubt; inactive means no such curve, though single readings can be large; an effect the other way counts as inactive or inconclusive.

Values run as follows: ELG1 repair inh	TRPV1 ag	BRCA1 expr up	AT treatment	Integrin act MD	p53 reactivation	CXXC DNA block	PTAP TSG101 blk	B2AR arrestin	TCR activator
COc1ccc(Br)cc1C(=O)Nc1nnn(C)n1
    15%	-1	-26%	2%	4%	-5%	6%	-8%	0.2%	2%
O=C(COc1ccccc1)N/N=C/c1sc(=O)n(Cc2cccc(C(=O)O)c2)c1Cl
    9%	1	14%	3%	42%	3%	20%	0%	0.5%	2%
CC(C)(C#N)N([O-])C=C[N+](=O)C(C)(C)C#N
    -4%	3	8%	6%	6%[7.66 µM]	0%	1%	-8%	0.3%	1%
CCOc1ccc(N=c2cc(-c3ccc(OC)cc3)oc3ccccc23)cc1
    ?	1	-45%	-3%	-26%	2%	-7%	1%	-1.5%	1%[46.1 µM]
CCOC(=O)C1CCN(Cc2ccc(OCc3ccccc3)cc2)CC1
    1%	4	25%	-7%	0%	14%	0%	0%	-1.0%	2%
O=C1CCN(S(=O)(=O)c2ccccc2)CCN1CCOCc1ccccc1
    2%	15	8%	-5%	9%	-1%	6%	-3%	0.3%	-6%
CC1(C)C(=O)OC(c2ccc([N+](=O)[O-])cc2)C(C)(C)C1=O (stereo unspecified)
    0%	-2	14%	11%	?	0%	23%	-4%	-0.9%	-5%
CC(C)Oc1cccc(C(=O)C2CCCN(Cc3cnn(C(C)C)c3)C2)c1 (stereo unspecified)
    14%	?	13%	-4%	-36%[inhibitor]	0%	-2%	-2%	-0.1%	-2%
Cc1cc(OC(C)C(=O)NCc2ccccn2)c2c(C)c(Cc3ccccc3)c(=O)oc2c1 (stereo unspecified)
    -8%	5	-24%	0%	-31%[inhibitor]	8%	6%	-7%	0.0%	1%
O=C(NCCCNC(=O)c1c(Cl)cccc1Cl)c1c(Cl)cccc1Cl
    nt	nt	-18%	nt	0%	nt	nt	-2%	nt	-3%
O=C(CCC(=O)c1ccc(Cl)cc1)OCn1nnc2ccccc2c1=O
    ?	nt	-3%	-2%	-8%	2%	nt	0%	0.2%	-4%
COC(=O)C1=C(C(=O)c2ccccc2)C(c2cccs2)n2nnnc2N1 (stereo unspecified)
    7%	2	-1%	nt	28%	-2%	1%	-10%	-1.6%	4%
C[C@H]1CN(C2CCCCC2)C(=O)[C@@H]1CC(=O)NCc1ccccc1
    -6%	0	0%	-3%	-1%	nt	-2%	-5%	0.2%	2%
CC1CCCN(C(=O)c2ccc(S(=O)(=O)N3CCC(c4nc5ccccc5s4)CC3)cc2)C1 (stereo unspecified)
    nt	nt	-86%	nt	-1%	nt	nt	-1%	nt	2%
O=C(NCCN1CCOCC1)c1ccc2c(c1)N(Cc1ccc(F)cc1)C(=O)CS2
    4%	8	3%	3%	6%	-1%	1%	-2%	-0.2%	-4%

The closing 2 records of the part before open the next one.
Values run as follows: ELG1 repair inh	TRPV1 ag	BRCA1 expr up	AT treatment	Integrin act MD	p53 reactivation	CXXC DNA block	PTAP TSG101 blk	B2AR arrestin	TCR activator
CC1CCCN(C(=O)c2ccc(S(=O)(=O)N3CCC(c4nc5ccccc5s4)CC3)cc2)C1 (stereo unspecified)
    nt	nt	-86%	nt	-1%	nt	nt	-1%	nt	2%
O=C(NCCN1CCOCC1)c1ccc2c(c1)N(Cc1ccc(F)cc1)C(=O)CS2
    4%	8	3%	3%	6%	-1%	1%	-2%	-0.2%	-4%
COc1cccc(C(=O)Nc2cc(OC)ccc2NC(=O)c2ccco2)c1
    0%	?	-20%	5%	26%	-21%	-1%	1%	-0.8%	0%
C[C@H](CO)N1C[C@H](C)[C@@H](CN(C)Cc2ccc3c(c2)OCO3)Oc2c(NC(=O)Cc3ccccc3)cccc2C1=O
    ?	nt	-39%	-1%	-17%	-5%	nt	0%	?	6%
CCOC(=O)c1cc(NC(=O)N(C(C)C)C2CCCCC2)c(C)nc1C
    -2%	1	-3%	0%	-9%	4%	-24%	-7%	-0.4%	-8%
Cc1cc(N2CC(C)OC(C)C2)n2cc(-c3ccccc3)nc2n1 (stereo unspecified)
    -12%	11	-12%	4%	-1%	-1%	9%	-3%	-0.1%	11%
O=C1c2cc(Cl)ccc2-c2c(O)cc(Cl)cc21
    nt	nt	-62%	nt	-74%[inhibitor]	nt	nt	-2%	nt	-1%
CC(=O)Oc1ccc(N2C(=O)[C@@H]3[C@H](C2=O)[C@H]2c4ccccc4C=NN2[C@@H]3C(C)=O)cc1
    14%	0	-15%	2%	35%	0%	0%	-1%	-0.1%	3%
O=C1CCCC2=C1C(c1ccncc1)Nc1ccccc1N2 (stereo unspecified)
    -5%	-9	12%	nt	11%	2%	-7%	4%	-0.9%	-3%
C[C@@H]1COC(=O)[C@@H](Cc2ccc(F)cc2)C/C=C\C[C@@H](CC(=O)N[C@H](CO)Cc2ccccc2)C(=O)N1
    15%	nt	-11%	3%	-16%	-1%	nt	0%	0.1%	-1%
NS(=O)(=O)c1ccc(NC(=O)COC(=O)COc2ccc3ccccc3c2)cc1
    11%	10	6%	3%	-28%	1%	6%	0%	-0.6%	-5%
CC(C)NC(=O)C1CCCN(c2nnc(-n3cccc3)s2)C1 (stereo unspecified)
    4%	nt	7%	5%	19%	-5%	-1%	0%	0.1%	12%
c1ccc(-c2noc(-c3ccno3)n2)nc1
    ?	nt	66%	5%	-14%	11%	-6%	-1%	-0.5%	7%
O=C(O)c1ccc(N/N=C/c2ccncc2)cc1
    ?	0	80%	nt	9%	14%	-2%	1%	0.4%	2%
CC(=O)c1ccc(OCC(O)CN2CCc3ccccc3C2)cc1 (stereo unspecified)
    3%	0	-16%	2%	-8%	-4%	4%	1%	0.1%	13%
O=C(CSc1ccc([N+](=O)[O-])cn1)Nc1ccc2c(c1)OCCO2
    25%	4	2%	8%	21%	-8%	6%	-8%	-0.2%	-2%
Clc1ccc(-c2ncc3ccccn23)cc1
    ?	?	23%	10%	-3%	-5%	0%	-2%	0.1%	nt
C[C@H]1CN([C@@H](C)CO)C(=O)c2cc(NC(=O)Cc3ccccc3)ccc2O[C@H]1CN(C)Cc1ccccc1
    13%	nt	-25%	0%	-19%	5%	nt	-1%	0.3%	3%
CCN(CC)C(=O)C(=O)N/N=C/c1cccc(Br)c1
    -12%	nt	-19%	3%	-8%	1%	2%	-3%	-0.5%	-3%
COc1ccc(OCCOC(=O)Nc2ccccc2)cc1
    -6%	30	0%	10%	-16%	6%	4%	-8%	-0.4%	-1%
O=C(NNC(=O)c1ccc([N+](=O)[O-])cc1Cl)c1ccncc1
    -2%	-1	28%	-4%	23%	9%	4%	0%	-0.8%	-3%
CC(C)[C@H](NC(=O)c1cccc(S(=O)(=O)N2CCOCC2)c1)C(=O)OCC(=O)Nc1cccc(Br)c1
    nt	nt	-3%	nt	-6%	nt	nt	-2%	nt	-4%
COc1ccc(NC(=O)Nc2ccccc2SC)cc1
    ?	?	?	1%	?	6%	15%	-2%	0.1%	2%
Cc1cc(NS(=O)(=O)c2ccc(NC(=O)CN3C(=O)c4ccccc4C3=O)cc2)nc(C)n1
    3%	-3	5%	7%	-3%	-5%	3%	-2%	-1.1%	1%
COc1ccc(OC)c(S(=O)(=O)Nc2cc(C)on2)c1
    0%	0	23%	11%	30%	-6%	-9%	2%	0.2%	5%
O=C1/C(=C/c2cccc(F)c2)SC(=S)N1NS(=O)(=O)c1ccccc1
    2%	-6	-4%	-28%	-1%	-4%	-13%	-2%	-0.8%	0%
O=C(c1cnn2c(C(F)(F)F)cc(-c3ccccc3)nc12)N1CCCCC1c1cccnc1 (stereo unspecified)
    ?	8	-51%	6%	-28%	-4%	-5%	2%	0.1%	-6%
COc1ccc(F)cc1C(=O)COC(=O)c1n[nH]c(=O)c2ccccc12
    15%	2	-10%	-9%	0%	0%	nt	-5%	-0.6%	4%
CCC(C)[C@H](NC(=O)OC(C)(C)C)C(=O)N/N=C/C1=Cc2ccccc2OC1 (stereo partly specified)
    4%	0	-12%	-1%	-19%	5%	-3%	-3%	0.5%	1%
CC(=O)Nc1cccc(OCCCNC(=O)c2ccc(C(C)(C)C)cc2)c1
    6%	?	46%	-6%	-48%[inhibitor]	8%	-14%	-10%	0.0%	-6%
CCn1cc(C2Nc3ccccc3C(=O)N2O)c(C)n1 (stereo unspecified)
    ?	0	?	2%	9%	4%	-6%	-4%	-0.2%	-9%
Cc1cc(/C=C(/C#N)c2nc3ccccc3[nH]2)c(C)n1-c1cc(C(=O)O)cc(C(=O)O)c1
    -7%	1	-3%	0%	32%	5%	-6%	-3%	0.2%	4%
